Assay outcomes as filed in PubChem.
D2 antag = antagonizes the human D2 dopamine receptor; P14416; HEK293 TREx D2 cells, calcium flux, dopamine EC80; inhibition, % at 10 µM; 340,000 tested, 2% active; AID 485344; in the data active = inhibition above about 30%; also: 0% is about no effect
Target sequence (P14416 whole entry, looked up): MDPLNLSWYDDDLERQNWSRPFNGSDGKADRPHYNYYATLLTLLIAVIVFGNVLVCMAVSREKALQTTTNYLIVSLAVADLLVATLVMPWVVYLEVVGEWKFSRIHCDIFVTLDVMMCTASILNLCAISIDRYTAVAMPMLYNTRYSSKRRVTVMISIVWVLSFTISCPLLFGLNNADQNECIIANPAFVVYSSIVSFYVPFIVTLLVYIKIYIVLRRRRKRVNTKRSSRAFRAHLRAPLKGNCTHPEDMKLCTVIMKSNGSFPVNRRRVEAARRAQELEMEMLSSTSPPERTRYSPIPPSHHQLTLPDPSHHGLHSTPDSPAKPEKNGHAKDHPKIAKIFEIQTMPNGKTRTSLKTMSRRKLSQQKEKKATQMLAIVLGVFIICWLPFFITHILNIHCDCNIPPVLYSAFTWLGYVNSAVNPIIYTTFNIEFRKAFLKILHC
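Tetracycline-induced HEK293 T-REx cells expressing D2 force-coupled to calcium signalling were dye-loaded, exposed to compound for 180 s, then challenged with an EC80 of dopamine; calcium flux was followed kinetically for a further 180 s.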
rTrxR1 inhibitor = rat TrxR1 inhibition | recombinant rTrxR1, NADPH fluorescence consumption, selenite substrate | AID 588453 | Potency, µM (highest dose often 114 µM), inactives show at the top dose activity change, negative = inhibition, usual class: inhibitors | 390,000 tested, 1% active | O89049; also: potency is read from the fitted curve at half-maximal effect; % is scaled to controls: 0 for no effect and ±100 for the full control effect; nearly all actives have a fitted effect of over 65% in size
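Rat TrxR1 (90 nM in the dispensed reagent) was pre-reduced with 400 uM NADPH for 5 min at room temperature, then incubated with compound for 15 min. After 400 uM selenite was added, NADPH fluorescence (Ex 340/Em 450 nm) was followed for 8 min.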
D2 agonist = D2 dopamine receptor (human) agonism; P14416; HEK293 T-REx D2 cells, calcium flux agonist mode; activation, % at 2 µM; 340,000 tested, 0.53% active;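 active = activation over 3 SD above normal in the single-dose calcium agonist read, cut at about 30% in these data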; also: 0% is about no effect
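Tetracycline-induced HEK293 T-REx cells with force-coupled D2 receptor, plated overnight at 30 C, loaded with no-wash calcium dye. After a 10 s baseline, compound was pin-added and calcium flux read kinetically for 180 s; calcium rises flagged agonists.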
TrxR1 substrate = substrates of rat thioredoxin reductase 1. 390,000 tested, 0.01% active. Potency, µM (doses to about 114 µM), without a hit: at the highest dose activity change, negative = substrate turnover. purified TrxR1 substrate turnover, NADPH consumption readout; also: potency is read from the fitted curve at half-maximal effect; % is scaled to controls: 0 for no effect and ±100 for the full control effect; nearly all actives have a fitted effect of over 50% in size
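Rat TrxR1, dispensed at 90 nM, was prereduced with 400 uM NADPH (final) for 5 min at ~22 deg C, then incubated with compound 15 min before 400 uM selenite. A first-read NADPH fluorescence drop versus no-compound background flagged substrates.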
Pin1 inh = human Pin1 inhibition. Pin1 FP peptide displacement, HiFluor488, 10 min. Potency, µM (highest dose often 115 µM), for inactives: at the highest dose activity, negative = inhibition, actives largely listed as inhibitors. 390,000 tested, 0.009% active. AID 504891; active = well fitted inhibition curve with a large enough effect in the polarisation, with a control signal flat, not every such curve was filed as active; inconclusive = small, poorly fitted or top-dose-only effect, or effect the other way, or a change in a side signal; inactive = no such curve, though single readings can be large or run the other way; the % refers to the polarisation; also: potency is read from the fitted curve at half-maximal effect; % is scaled to controls: 0 for no effect and ±100 for the full control effect
Target sequence (Q13526 whole entry, looked up): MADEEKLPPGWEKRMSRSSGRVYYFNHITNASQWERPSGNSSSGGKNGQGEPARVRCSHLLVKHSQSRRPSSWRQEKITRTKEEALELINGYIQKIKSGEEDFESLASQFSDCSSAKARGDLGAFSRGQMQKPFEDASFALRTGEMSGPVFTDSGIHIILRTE
TRHR agonist = activates the human TRH receptor. P34981. TRHR cells, calcium flux fluo-8, FDSS agonist mode. activation, % at 2 µM. 360,000 tested, 0.18% active. AID 493084; in the data active = activation above about 30%; also: 0% is about no effect
Target sequence (P34981 whole entry, looked up): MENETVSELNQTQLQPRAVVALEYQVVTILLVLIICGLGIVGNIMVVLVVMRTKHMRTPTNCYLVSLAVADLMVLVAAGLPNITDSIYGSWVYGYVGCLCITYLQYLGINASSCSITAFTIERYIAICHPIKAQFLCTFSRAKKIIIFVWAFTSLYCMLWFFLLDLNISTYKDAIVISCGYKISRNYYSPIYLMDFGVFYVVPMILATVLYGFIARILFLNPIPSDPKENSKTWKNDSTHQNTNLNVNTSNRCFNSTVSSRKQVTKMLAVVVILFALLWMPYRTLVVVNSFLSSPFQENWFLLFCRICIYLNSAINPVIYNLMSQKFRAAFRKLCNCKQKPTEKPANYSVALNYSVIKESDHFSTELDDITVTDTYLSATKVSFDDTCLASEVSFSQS
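Steps: seed TRHR cells overnight; add fluo-8 no-wash Ca dye, RT 30 min–1.5 h; record 10 s baseline; pin-transfer compounds; monitor fluorescence 1 cycle/s for the agonist window. Calcium increases flag candidate agonists.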
mIDH1 inhibitor = inhibitors of human mutant IDH1 R132H; O75874; IDH1-R132H enzyme, NADPH consumption, diaphorase/resazurin fluorescence; Potency, µM (doses to about 76.6 µM), for the others: at the highest dose activity change, negative = inhibition, actives largely listed as inhibitors; 390,000 tested, 0.093% active; AID 602179; also: potency is read from the fitted curve at half-maximal effect; % is scaled to controls: 0 for no effect and ±100 for the full control effect; nearly all actives have a fitted effect of over 65% in size
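IDH1-R132H (0.5 ug/mL dispensed) in pH 7.5 Tris buffer was preincubated 30 min with compound, then given a substrate mix of 0.016 mM NADPH and 2 mM alpha-KG for 80 min at room temperature; remaining NADPH was read by diaphorase/resazurin fluorescence.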
USP1 inh = USP1/UAF1 (human) deubiquitinase inhibition | O94782 | Potency, µM (highest dose often 57.1 µM), for inactives: at the top dose activity change, negative = inhibition, usual class: inhibitors | recombinant USP1/UAF1, Ub-Rhodamine cleavage fluorescence | AID 743255 | 390,000 tested, 0.23% active; also: potency is read from the fitted curve at half-maximal effect; % is scaled to controls: 0 for no effect and ±100 for the full control effect; nearly all actives have a fitted effect of over 60% in size; inactives centre near -12
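USP1/UAF1 complex (1 nM) preincubated 15 min at room temperature with compound, then Ub-Rho substrate (150 nM final) added. Kinetic fluorescence at 480/540 nm over 6 reads at 60 s intervals; 50 mM HEPES pH 7.8, 0.5 mM EDTA, 0.1 mg/ml BSA, 1 mM TCEP, 0.01% Tween-20.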
TRHR enhancer = allosteric enhancers of human TRH receptor. P34981. TRHR cells, fluo-8 calcium fluorescence, EC20 TRH enhancement. enhancement, % at 2 µM. 360,000 tested, 0.66% active. AID 493056; in the data active = enhancement above about 30%; also: 0% is about no effect
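Enhancer read-out: after compound pinning and an initial kinetic agonist-mode read, an EC20 of TRH (10 nM final) was injected and fluo-8 calcium signal (Ex 480/Em 530) followed at 1 s/cycle for 100 cycles in TRHR-expressing cells.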
Numbers without * were called inactive; ? = inconclusive; / = no result given; & = joins results of further samples; [ ] = remark or other dose. Unless noted, calls follow the shape of the dose curve; as a rule, active = well fitted inhibition curve with a large enough effect; inconclusive = small, poorly fitted or top-dose-only effect; inactive = no such curve, though single readings can be large or run the other way. This is a subset (hit frequency here may not be typical).

SMILES	D2 antag	rTrxR1 inhibitor	D2 agonist	TrxR1 substrate	Pin1 inh	TRHR agonist	mIDH1 inhibitor	USP1 inh	TRHR enhancer
CC(C)N1CCN(Cc2nc3ccccc3s2)CC1CCO (centres undefined)	-3.0	16.3%[57.1 µM]	-0.6	6.8%	-3.6%	0.7	-5.6%	-15.4%	8.5
O=C(O)CN(c1ccccc1F)S(=O)(=O)c1ccccc1	-1.4	3.1%	0.8	0.8%	-6.4%	0.3	0.6%	-7.2%	-7.7
Cc1noc(C)c1COC(=O)c1cc(S(=O)(=O)N2CCOCC2)ccc1Cl	/	-3.2%[57.1 µM]	/	-6.5%	1.1%	/	12.0%	-0.3%	/
Cn1nnnc1SCCNCc1ccccc1OCc1ccccc1F	/	-3.5%	-0.5	-6.9%	5.5%	-2.3	31.0%[activator]	-11.0%	-9.0
NC(=O)CCS(=O)(=O)c1ccccc1	1.7	11.3%	0.1	-3.9%	-1.6%	0.0	3.0%	-10.2%	-0.9
COc1cccc2cc(C(=O)Oc3ccccc3)c(=O)oc12	5.1	-2.8%	0.1	-3.9%	0.9%	-0.2	5.8%	-2.6%	-12.0
C/C(CC(=O)Nc1ccccn1)=N\NC(=O)c1ccccc1	18.5	/	-0.3	/	/	0.4	/	/	8.2
O=C(c1ccccc1)n1ccc(-c2cccs2)n1	-17.5	11.1%[57.1 µM]	-2.4	8.7%[57.1 µM]	-8.5%	-0.1	14.0%	-23.1%	-1.1
O=C(Nc1ccc(F)cc1)c1cc(S(=O)(=O)N2CCCCC2)ccc1F	-9.9	8.4%	0.7	-9.6%	3.7%	0.6	-4.6%	-10.5%	0.9
CCOC(=O)CNC(=S)N(Cc1cccs1)C1CCCCC1	9.5	3.5%	-0.7	-2.3%	7.4%	-0.8	2.5%	-10.7%	8.9
COc1ccc(CNC(=O)C2CCC(CNS(=O)(=O)c3ccccc3)CC2)cc1 (centres undefined)	-9.8	27.1%	-0.3	6.8%	-6.8%	-0.3	-13.4%	-19.2%	-0.8
COc1ccccc1CCNC(=O)C(=O)NCC1OCCN1S(=O)(=O)c1ccc(F)cc1 (centres undefined)	0.9	8.8%	-0.9	1.1%	0.5%	0.5	-6.1%	-6.2%	1.2
CC12CCCCC1c1ccccc1C(=NCC(=O)O)N2 (centres undefined)	3.5	25.5%	0.6	8.4%	42.0%[activator]	0.1	6.5%	-13.0%	5.1
O=C(Cn1cc([N+](=O)[O-])cn1)NCCc1nc2ccccc2[nH]1	-1.4	-20.6%	2.0	-10.8%	10.7%	0.0	-8.5%	-25.9%	-7.2
O=C(NN=C1CCCC1)c1ccc(Cl)cc1	-7.7	6.0%	0.2	0.5%	1.7%	0.8	12.2%	-20.7%	-0.8
COc1cc(OC)cc(OCC(O)Cn2ccnc2)c1 (centres undefined)	/	17.3%	/	10.9%	-4.5%	0.2	-1.6%	-6.2%	-1.9
CCC1=NN2C(=N)/C(=C\c3ccc(OCCOc4ccccc4OC)cc3)C(=O)N=C2S1	1.9	-1.1%[57.1 µM]	-1.9	3.1%[57.1 µM]	1.3%	0.0	0.8%	?	-0.1
COc1ccc(COC(=O)Nc2c(SC)nsc2SC)cc1	2.4	-3.1%	-2.6	-1.4%	1.4%	-0.9	-10.4%	-25.2%	2.0
CC(=O)c1ccc(NC(=O)COc2ccccc2C(=O)Nc2ccc(C)cn2)cc1	-7.9	13.1%	-1.5	1.6%	?	-0.9	7.7%	-4.0%	1.9
COc1ccc(OC)c(NC(=O)C2Cc3ccccc3CN2S(=O)(=O)c2ccc(F)cc2)c1 (centres undefined)	/	13.6%	-0.2	2.1%	8.3%	0.9	/	8.5%	-8.3
CCOc1ccccc1Nc1nnc(SC(C)C(=O)Nc2nc(-c3ccccc3)cs2)s1 (centres undefined)	-6.2	-31.2%	-0.1	-7.9%	43.9%[activator]	0.6	11.0%	-17.6%	6.7
Cc1ccccc1-c1ccc(=O)n(CC(=O)Nc2ccc(-n3cnnn3)cc2)n1	1.4	-3.5%	-0.5	-6.5%	-2.9%	-0.1	12.9%	-2.0%	0.2
C=CC[C@@H](CC(=O)N[C@H](CO)Cc1ccccc1)C(=O)N[C@H](C)COC(=O)[C@@H](CC=C)CC(=O)OC(C)(C)C	/	16.6%	/	-2.0%	-4.0%	/	6.4%	-21.4%	/
Cc1ccc(CN2CCN(c3ccccc3Cl)CC2)o1	/	16.8%	/	8.5%[57.1 µM]	-4.6%	/	2.2%	-5.3%	/
COc1ccc(S(=O)(=O)NCCSC(C)(C)C)c(Cl)c1Cl	0.9	9.7%	-0.7	-2.5%	2.2%	-0.8	4.5%	-10.7%	-8.2
COC(=O)c1c(C)[nH]c(C(=O)C(C)OC(=O)C2CC2C)c1C (centres undefined)	/	10.5%	/	1.4%	-3.3%	0.3	5.3%	-19.9%	-6.0
Cc1ccc(-c2cn3c(n2)sc2cc(C(=O)NCCCN4CCCCCC4)ccc23)cc1	/	0.7%	0.9	0.0%	-3.3%	0.1	14.1%	-5.9%	7.3
O=C(O)c1ccc(COc2ccc(Cl)cc2)o1	-15.7	19.6%[57.1 µM]	0.2	9.7%[57.1 µM]	-3.8%	0.0	0.1%	-4.8%	-2.3
CCCCN(CCCC)S(=O)(=O)c1ccc2oc(C(=O)NCc3ccc(C)cc3)c(C)c2c1	/	15.6%[57.1 µM]	0.3	-5.1%[57.1 µM]	1.9%	2.6	14.8%	-14.0%	-3.4
COc1ccc(NC(=O)C(=O)NCC(=O)Nc2cccc(C(F)(F)F)c2)cc1	2.3	10.1%[57.1 µM]	-0.7	5.7%[57.1 µM]	0.3%	-0.2	-3.9%	-6.9%	3.7
N#C/C(=N\O)c1nc(-c2ccccc2)cs1	17.2&6.7	-2.7%&-13.0%	0.1&0.1	-4.8%&-11.8%	4.4%&-6.1%	-0.4&0.1	8.5%&7.9%	-18.7%&-11.4%	2.8&-6.2
COc1ccc(NC(=O)COc2ccccc2F)cc1S(=O)(=O)N1CCCCC1	11.7	-6.4%	-0.4	-10.7%	1.2%	-0.8	-2.5%	-2.6%	-9.8
Brc1cccc(Nc2nc(-c3cccnc3)cs2)c1	6.9	22.6%[57.1 µM]	-0.7	-11.5%	0.5%	-0.6	7.1%	-23.3%	-17.6
CC(=O)c1c(-c2ccccc2)c2ccccc2[nH]c1=O	-9.6	9.3%[57.1 µM]	-1.7	-2.7%	-1.7%	-0.4	-3.0%	-7.7%	6.2
COc1ccc(OCC(=O)Nc2nc(-c3ccc(Br)cc3)ns2)cc1	/	14.8%	3.7	2.6%	-7.0%	1.7	-5.6%	-0.4%	-4.3
COc1ccc(C(=O)NCC(=O)OCC(=O)NC2CCCCCC2)cc1OC	/	23.0%	/	5.6%	0.2%	/	0.1%	-19.1%	/
CCN(CC)S(=O)(=O)c1ccc(-n2cnnn2)c(C)c1	2.3	15.7%[57.1 µM]	-0.9	7.0%[57.1 µM]	-6.3%	0.0	7.8%	-10.9%	4.8
Cc1c(Cl)cccc1N1CC(c2nc3ccccc3n2Cc2ccccc2F)CC1=O (centres undefined)	/	17.7%	0.7	10.1%[11.4 µM]	1.6%	-0.3	-1.7%	-10.9%	-6.9
CCCSc1cc(NCCOC(=O)CCC)c([N+](=O)[O-])c2nonc12	2.5	?	1.7	-4.0%	-8.3%	0.2	7.6%	-18.9%	13.2
O=C(COC(=O)C1CCN(c2ccc(C(F)(F)F)cn2)CC1)c1ccccc1	24.6	6.9%	-0.3	-5.1%	0.3%	0.0	0.8%	-17.0%	-4.8
COc1cccc(CC(=O)NCc2ccc3c(c2)CCN3C(C)=O)c1	/	1.9%[57.1 µM]	0.4	-5.7%[57.1 µM]	-0.8%	0.1	-8.1%	-7.6%	0.3
CCOc1ccc(S(=O)(=O)Nc2nc3ccc(OC)cc3s2)cc1	9.2	17.3%[57.1 µM]	0.8	10.5%[57.1 µM]	-1.1%	-0.7	0.4%	-15.7%	16.4
CCSc1oc(-c2ccc(F)cc2)nc1S(=O)(=O)c1ccc(C)cc1	/	18.9%	1.9	9.2%[2.29 µM]	?	1.5	-17.0%	?	-1.3
COCCNC(=O)CSc1n[nH]c(=O)n1CCc1ccccc1	-1.8	12.2%	0.6	3.4%	5.6%	-0.7	-11.1%	-8.0%	6.1
Cc1ccc(S(=O)(=O)/N=C(\CN2CCOCC2)N2CCOCC2)cc1	-6.2	7.8%	0.0	-1.4%	10.5%	0.2	5.8%	-15.2%	0.4
COc1ccc(Cn2nnnc2CN2CCN(c3ccc(OC)cc3)CC2)cc1	1.6	19.5%[57.1 µM]	0.8	9.6%[57.1 µM]	2.2%	-0.6	4.4%	?	-3.1
COc1ccc(S(=O)(=O)N2CCOCC2)cc1NC(=O)Cc1coc2cc(C)c(C)cc12	11.8	18.8%	-0.3	-2.2%	31.0%[activator]	-0.2	-8.8%	-16.7%	-5.7
O=C(Nc1cc(S(=O)(=O)N2CCCCC2)ccc1N1CCOCC1)c1ccc(F)cc1	0.5	4.5%	0.2	-7.1%	0.9%	-0.2	6.2%	-20.1%	-2.1
CCOc1cc(/C=N/O)cc(Br)c1OCC	-10.8	13.2%	0.0	5.6%	5.5%	-0.2	5.3%	-14.4%	1.4
CCCCc1ccc(-c2ccc(Br)cc2)nc1	-2.4	9.8%	-0.2	-1.9%[57.1 µM]	-8.3%	0.3	4.6%	-12.1%	-1.8
CCOC(=O)N1CCN(C(=O)CCN2C(=O)COc3ccc(C)cc32)CC1	-8.8	5.3%[57.1 µM]	0.6	4.1%[57.1 µM]	-8.2%	0.3	7.6%	2.5%	5.8
